# TNAP inh no acc = blocks human TNAP activity with no phosphate acceptor present | P05186 | purified TNAP, CDP-star luminescence, 30 min | inhibition, % at 20 µM | 200,000 compounds, 0.26% hits | AID 1012;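 active means tissue-nonspecific alkaline phosphatase inhibition above about 50% at 20 µM in the single-dose screen, limit read from the data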;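 further: 0% = DMSO negative control and 100% = EDTA positive control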
# Target sequence (P05186 whole entry, looked up): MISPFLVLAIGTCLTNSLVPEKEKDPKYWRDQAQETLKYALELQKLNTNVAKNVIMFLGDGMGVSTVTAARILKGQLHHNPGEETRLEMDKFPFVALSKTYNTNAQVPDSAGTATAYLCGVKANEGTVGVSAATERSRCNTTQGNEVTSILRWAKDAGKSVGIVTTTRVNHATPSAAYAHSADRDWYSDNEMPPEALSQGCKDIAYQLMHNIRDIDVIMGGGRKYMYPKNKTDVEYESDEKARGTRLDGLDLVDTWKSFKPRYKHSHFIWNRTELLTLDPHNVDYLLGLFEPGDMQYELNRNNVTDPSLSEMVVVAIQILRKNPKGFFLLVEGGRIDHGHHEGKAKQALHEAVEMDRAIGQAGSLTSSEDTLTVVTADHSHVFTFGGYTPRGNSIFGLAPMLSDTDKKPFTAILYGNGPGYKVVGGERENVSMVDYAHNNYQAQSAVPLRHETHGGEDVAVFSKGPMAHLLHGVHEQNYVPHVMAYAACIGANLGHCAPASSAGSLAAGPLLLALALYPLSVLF
# bIAP act = increases bovine intestinal alkaline phosphatase activity; purified bovine IAP, CDP-star luminescence, 30 min; hits give high values; fold of DMSO-control signal, blank-subtracted; activation factor at 20 µM; 200,000 compounds, 0.17% hits;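 active means activation factor of 2 or more at 20 µM, a signal rise over negative controls twice the positive control's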
# TR-FRET SRC-2 ct = TR-FRET artefact, counter-screen to PPARgamma/SRC-2 agonist assay. hits give high values. TR-FRET ratio at 8 µM. AID 1049. 200,000 compounds, 0.4% hits; in the data active means TR-FRET ratio above about 2000; further: inactives centre near 1500
# PPARg SRC2 recr = promotes SRC-2 coactivator recruitment by human PPARgamma. 200,000 compounds, 0.34% hits. P37231. PPARgamma LBD-SRC-2 recruitment, biochemical. activation, % at 8 µM; in the data active means activation above about 22%;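 further: 0% = vehicle and 100% = reference agonist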
# Target sequence (P37231 whole entry, looked up, the tested form may be a part): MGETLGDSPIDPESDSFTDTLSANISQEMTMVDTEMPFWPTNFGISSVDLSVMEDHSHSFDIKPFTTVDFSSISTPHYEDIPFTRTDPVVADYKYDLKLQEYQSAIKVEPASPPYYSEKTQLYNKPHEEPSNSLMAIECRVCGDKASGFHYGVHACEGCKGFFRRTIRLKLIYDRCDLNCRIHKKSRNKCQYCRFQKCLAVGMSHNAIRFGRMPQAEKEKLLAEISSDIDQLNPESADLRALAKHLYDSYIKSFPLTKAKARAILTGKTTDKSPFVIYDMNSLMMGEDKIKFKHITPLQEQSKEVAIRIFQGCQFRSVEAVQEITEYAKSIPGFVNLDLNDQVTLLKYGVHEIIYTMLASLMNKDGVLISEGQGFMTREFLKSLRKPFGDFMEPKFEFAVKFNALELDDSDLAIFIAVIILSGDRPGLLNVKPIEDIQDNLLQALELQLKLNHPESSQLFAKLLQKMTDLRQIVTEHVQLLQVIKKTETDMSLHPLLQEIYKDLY
# HMGR II inh = blocks class II HMG-CoA reductase of Enterococcus faecalis | purified E. faecalis HMGR, NADPH absorbance 340 nm kinetic | inhibition, % at 10 µM | 190,000 compounds, 0.41% hits;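 active means inhibition above a set limit, the median over all tested compounds plus 3 SD, cut at about 9.5% in these data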;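 further: enzyme runs in reverse so mevalonate oxidation gives rising NADPH absorbance; 0% = complete reaction with DMSO and 100% = background rate lacking mevalonate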
# TNAP act hi DEA = TNAP (human) activation, high acceptor. activation factor at 20 µM. purified TNAP, CDP-star luminescence, 1 M DEA, 30 min; hits give high values; 0 = EDTA background, 1 = DMSO-only activity. 200,000 tested, under 10 active;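 active means activation factor at least 2 at 20 µM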
#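 Control set: EDTA negative control, DMSO positive control / Assay system: human TNAP / Quantity: TNAP 1/800 final / Evaluation: TNAP activation factor scaled between EDTA and DMSO control wells / Measured by: luminescent substrate turnover signal / Compound dosing: one dose, 20 µM / Times: 30 min enzyme reaction at room temperature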
# PPARg SRC3 recr = PPARgamma-driven SRC-3 recruitment agonism. P37231. biochemical PPARgamma/SRC-3 coactivator recruitment assay. activation, % at 8 µM. 200,000 compounds, 0.26% hits. AID 731; in the data active means activation above about 23%;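 further: 0% = DMSO and 100% = reference agonist; some compounds past the cut are filed as inactive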
# bIAP inhibitor = blocks bovine intestinal alkaline phosphatase activity; purified bovine IAP, CDP-star luminescence, 30 min; inhibition, % at 20 µM; 190,000 tested, under 10 active; AID 1019;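 active means over 50% inhibition of intestinal alkaline phosphatase at 20 µM in the single-dose screen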
#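 Assay system – bovine IAP enzyme · Quantity – bovine IAP at 1/65,000,000 final dilution · Detection – CDP-star luminescence signal · Times – 30 min reaction at room temperature · Also added – CDP-star substrate at 30 µM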
# TNAP inh hi DEA = inhibitors of human TNAP at high phosphate acceptor concentration | inhibition, % at 20 µM | P05186 | purified TNAP, CDP-star luminescence, 1 M DEA | 200,000 compounds, 0.03% hits | AID 1135;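 active means over 50% inhibition of tissue-nonspecific alkaline phosphatase at 20 µM in the single-dose screen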;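 further: plate controls were DMSO wells for no effect and EDTA-quenched wells as full inhibition for full effect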
# PPARg SRC-1 ag = promotes SRC-1 coactivator recruitment by human PPARgamma; PPARgamma-SRC-1 coactivator recruitment biochemical assay; activation, % at 8 µM; AID 631; P37231; 200,000 compounds, 0.41% hits; in the data active means activation above about 19%;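 further: 0% = DMSO and 100% = reference agonist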
# The depositor's hits bear a star; x = not tested or not shown. Rows are unselected; any-hit rate near 1.6%.
SMILES,TNAP inh no acc,bIAP act,TR-FRET SRC-2 ct,PPARg SRC2 recr,HMGR II inh,TNAP act hi DEA,PPARg SRC3 recr,bIAP inhibitor,TNAP inh hi DEA,PPARg SRC-1 ag
Cc1cccc(-c2nsc(SCC(=O)NCc3ccc4c(c3)OCO4)n2)c1,-26,0.9,1512,-2,-7,1,-4,8,-3,10
CC(=O)OCC1=C(C(=O)O)N2C(=O)C(NC(=O)CCn3nc(C(F)(F)F)c(Br)c3C3CC3)C2SC1 (stereo not drawn),2,1,1676,7,-2,1,5,1,1,-1
CC(Sc1nc2ccccc2[nH]1)C(=O)Nc1ccccc1F (stereo not drawn),-17,0.8,1602,-4,2,1,1,16,1,5
O=C(NCc1ccccc1F)c1cccs1,-8,0.9,1684,5,-4,1,6,10,-4,-7
COc1ccc(-c2nc3c4ccccc4ccn3c2C=O)cc1,-7,1,1590,-1,-8,1,-1,-3,-3,-2
Cc1nnc(SCC(=O)Nc2ccc3c(c2)COC3=O)n1-c1ccccc1,-14,1,1568,3,-3,1,-3,-1,-1,7
CC1=C(C(=O)OC(C)C)C(c2cccs2)NC(=O)N1 (stereo not drawn),-12,1,1437,-7,-2,1,1,-1,-2,-2
Cc1ccc(NC(=O)N2CCC(O)(c3ccc(Cl)cc3)CC2)cc1,-4,0.9,1498,0,0,1,-7,5,-4,7
CCc1ccc(OCC(=O)N/N=C/c2cc([N+](=O)[O-])ccc2N2CCOCC2)cc1,-10,0.7,1741,0,0,1,1,27,2,2
COc1ccc(N2CCN(C(=O)c3ccc(N4C(=O)NC5CC4(C)Oc4ccccc45)cc3)CC2)cc1 (stereo not drawn),-11,1,1737,4,-1,1,5,3,-4,4
O=C(Cn1nnc2ccccc2c1=O)Nc1ccc2c(c1)CCC2,-8,1,1648,5,-7,1.1,10,0,-6,3
CCOc1cc(/C=C2\N=C(SC)SC2=O)cc([N+](=O)[O-])c1OC(C)=O,4,0.7,1423,0,-4,0.9,3,30,9,-1
CCCC1C(=O)N(c2ccccc2)C1c1ccccc1 (stereo not drawn),-6,1,1520,2,3,1,6,4,-5,-7
O=C(CCC(=O)N(CC(=O)NC1CCCCC1)c1ccc2c(c1)OCO2)Nc1ccccn1,-5,1,1368,1,4,1,-3,-4,-2,-4
COc1ccc(NC(=O)N2CCN(C(=O)C(Cc3ccc(F)cc3)NC(C)=O)CC2)cc1 (stereo not drawn),-2,1.1,1431,-1,-4,1,4,-5,-4,1
O=C(O)CCCC(=O)N1CC(=O)Nc2ccccc21,-2,1.1,1585,-6,-2,1.1,-2,-6,-5,-1
CN1CCN(CCC(=O)N/N=C/c2cc([N+](=O)[O-])ccc2O)CC1,7,0.9,1480,12,1,0.9,5,6,12,2
COc1cccc2c1C(=O)CC2NC(=O)C(F)(F)F (stereo not drawn),-8,0.9,1522,-3,-2,1,-1,5,-2,-2
Cc1ccc(NC(=O)C2CCCN2C(=O)NC2CCCCC2)cc1 (stereo not drawn),-3,1,1672,2,-1,1,2,0,-2,6
O=C1/C(=C/c2ccc(F)cc2)SC(=S)N1Nc1ncc(C(F)(F)F)cc1Cl,21,0.8,1261,-5,0,1,6,18,-4,4
COC(=O)NC(=S)Nc1ccc(Oc2ccc(Cl)cc2)c(Cl)c1,-5,0.9,1518,13,-2,1,7,7,0,9
O=C(CSc1nc(-c2ccc(F)cc2)cc(C(F)(F)F)n1)NCc1ccco1,-1,1,1606,11,-2,1,3,0,4,-2
CN(C)CCCSc1nc(-c2ccccc2)nc2c1CCC2,2,0.7,1538,-7,-6,1,-1,31,0,-6
CCOC(=O)/C=C1\SCC(=O)N1CC(=O)NCCOC,-9,1.1,1512,4,-2,1,0,-12,-2,2
COC(=O)C1CSC(C)(C)C(=O)N1 (stereo not drawn),-8,1,1566,7,-6,1,3,4,-5,10

# The listing continues:
SMILES,TNAP inh no acc,bIAP act,TR-FRET SRC-2 ct,PPARg SRC2 recr,HMGR II inh,TNAP act hi DEA,PPARg SRC3 recr,bIAP inhibitor,TNAP inh hi DEA,PPARg SRC-1 ag
COc1ccc(CCNc2ncnc3c2oc2ccccc23)cc1OC,5,0.9,1542,3,-1,1,0,6,1,4
O=C(CCn1c(=O)oc2ccccc21)NCCCN1CCN(c2ccc(F)cc2)CC1,-9,1.1,1597,-8,-1,1,-11,-11,0,-2
CC(C)c1ccc(NCCC(=O)c2cccs2)cc1,-11,0.9,1692,4,-1,1.1,-4,9,-9,-6
Cc1nc([N+](=O)[O-])c(C(=O)OCc2ccc(C#N)cc2)n1C,-6,1,1764,0,1,1,-2,-2,2,7
O=S(=O)(c1ccccc1)N1CCN=C1SCc1cccnc1,-9,1,1385,2,-3,1,4,-2,-3,4
CCCCCC1CC1C(=O)N/N=C/c1ccc(N(C)C)cc1 (stereo not drawn),-10,0.8,1663,13,-7,1.1,7,17,-6,-3
Cc1nc(NC(=S)NC(=O)c2ccccc2)sc1C(=O)N(C)C,-3,0.5,1569,2,-2,1,7,46,-5,-6
O=C(CSc1nc(N2CCCCC2)nc(N2CCCCC2)n1)NC1CCCCC1,x,x,1536,6,x,x,-5,x,x,-1
COCCn1c(SCC(=O)Nc2sccc2C(N)=O)nc2cc(Cl)ccc2c1=O,-6,1,1475,-4,-2,1,7,1,-3,3
CCc1nc2oc3ccccc3c(=O)c2c(=O)n1CCOC,-10,0.9,1666,12,-5,1,8,10,-3,10
CN(C)S(=O)(=O)c1ccc(N2CCCC2)c(C(=O)Nc2nc(-c3ccc(F)c(F)c3)cs2)c1,0,1,1381,1,0,1,-1,2,-2,-9
COc1ccc(/C=N/n2cc(-c3ccc(OC)cc3)nc2N)cc1,8,0.9,1579,10,1,1,8,6,0,3
CCn1c(CSc2nc3ccccc3s2)nnc1SCC(=O)c1ccc(Cl)cc1,-10,0.9,1897,12,-6,1,5,8,-3,7
Cc1cc(C)c(C#N)c(SCC(=O)Nc2nnc(-c3ccccc3)s2)n1,-5,0.8,1538,7,-2,1,7,21,-4,3
O=C(Nc1ccccc1)C1=C[C@@H](c2coc3ccccc3c2=O)C[C@@H](OCCCCO)O1,-11,1,1557,2,2,1.1,3,4,-10,2
O=S(=O)(c1ccc(N2CCOCC2)nc1)N1CCOCC1,-11,1,1370,1,1,1,-3,4,-5,1
Cc1c(NC(=O)CSc2nnc(C(C)Oc3ccc(Cl)cc3)n2-c2ccccc2)c(=O)n(-c2ccccc2)n1C (stereo not drawn),-4,1.1,1420,6,-8,1,20,-11,-1,6
CCN(CC)CC(=O)N1c2ccccc2Sc2ccc(Cl)cc21,-7,0.9,1341,-2,-6,1,0,7,-2,-10
CCN(CC)c1nc(N)c2c(N)nc3c(c2c1C#N)CC(c1ccccc1)O3 (stereo not drawn),-14,1.1,1506,3,-2,1.1,3,-8,-7,3
CCOc1cc2[nH]c(=O)n(CCCCC(=O)N3CCCCCC3)c(=O)c2cc1OCC,-4,0.9,1594,-2,3,1,-1,6,-2,1
O=C(NCCO)c1nc(NCCO)c2ccccc2n1,-4,1,1698,3,-5,1,-1,4,-4,-3
CC(=O)CS(=O)(=O)c1ccc(Oc2ccc(S(=O)(=O)CC(C)=O)cc2)cc1,-11,0.8,1405,1,-1,1,0,18,-2,-2
CN(CCOC(=O)c1ccccc1)Cc1ccccc1,-16,1,1661,-6,1,1,0,-4,3,-6
CC(OC(=O)CCN1C(=O)c2cccc([N+](=O)[O-])c2C1=O)C(=O)Nc1cc(Cl)cc(Cl)c1 (stereo not drawn),12,1.2,1567,1,3,1,7,-20,3,3
COc1ccccc1C1C(C#N)=C(N)Oc2c1oc(CO)cc2=O (stereo not drawn),-7,1,1416,0,-5,0.9,4,-4,8,-2

# In another format: results already given.
# Fields – TNAP inh no acc, bIAP act, TR-FRET SRC-2 ct, PPARg SRC2 recr, HMGR II inh, TNAP act hi DEA, PPARg SRC3 recr, bIAP inhibitor, TNAP inh hi DEA, PPARg SRC-1 ag
COc1ccc(-c2nc3c4ccccc4ccn3c2C=O)cc1
→ -7, 1, 1590, -1, -8, 1, -1, -3, -3, -2
Cc1nnc(SCC(=O)Nc2ccc3c(c2)COC3=O)n1-c1ccccc1
→ -14, 1, 1568, 3, -3, 1, -3, -1, -1, 7
CC1=C(C(=O)OC(C)C)C(c2cccs2)NC(=O)N1 (stereo not drawn)
→ -12, 1, 1437, -7, -2, 1, 1, -1, -2, -2
Cc1ccc(NC(=O)N2CCC(O)(c3ccc(Cl)cc3)CC2)cc1
→ -4, 0.9, 1498, 0, 0, 1, -7, 5, -4, 7
CCc1ccc(OCC(=O)N/N=C/c2cc([N+](=O)[O-])ccc2N2CCOCC2)cc1
→ -10, 0.7, 1741, 0, 0, 1, 1, 27, 2, 2
COc1ccc(N2CCN(C(=O)c3ccc(N4C(=O)NC5CC4(C)Oc4ccccc45)cc3)CC2)cc1 (stereo not drawn)
→ -11, 1, 1737, 4, -1, 1, 5, 3, -4, 4

# Next compounds follow.
SMILES,TNAP inh no acc,bIAP act,TR-FRET SRC-2 ct,PPARg SRC2 recr,HMGR II inh,TNAP act hi DEA,PPARg SRC3 recr,bIAP inhibitor,TNAP inh hi DEA,PPARg SRC-1 ag
O=C(c1cccs1)N1CCN(c2nnc(-c3ccccc3)c3ccccc23)CC1,-9,0.9,1605,0,-5,1,8,6,-4,13
COc1cccc(C(=O)Nc2ccc(NC(=O)C3CC3)cn2)c1,-8,0.8,1539,-4,4,1,8,17,-3,2
O=C1CC(c2ccccc2)n2nc(NC(=O)c3cccs3)nc2N1 (stereo not drawn),-3,1.2,1488,-12,-1,1,-2,-16,-1,1
CC(C)n1c(CNC(=O)c2ccccc2)nc2ccccc21,-9,1,1553,7,-2,1,-1,4,-5,6
Cc1ccc(C2N(c3cccc(Cl)c3)C(=O)C3CCCN32)o1 (stereo not drawn),-14,1,1519,-8,-1,1.1,-7,4,-10,1
O=C(CCn1c(=O)sc2ccccc21)Nc1nccs1,-8,0.9,1547,-2,-1,1,0,13,1,1
COc1ccc(CN2CCCCC2C(=O)Nc2ccc(OC)c(OC)c2)cc1OC (stereo not drawn),-10,1.1,1566,0,0,1.1,4,-14,-9,0
COc1cccc(-n2cnc3sc(C)cc3c2=O)c1,-14,0.9,1564,4,-5,1,5,7,-5,-1
O=C(COC(=O)[C@H](Cc1ccccc1)NC(=O)c1ccco1)NCc1ccccc1,-10,0.9,1439,-1,-3,1.1,-3,11,-6,-2
CCCCn1nc(C(=O)NC2=NCCS2)c2ccccc2c1=O,3,1.1,1584,8,0,1.1,-3,-8,-9,4
CCCCNC(=O)CCC(=O)Nc1ccc2nc(N3CCCCC3)cc(C)c2c1,-10,1,1539,-10,3,1.1,-1,-3,-8,5
CCOC(=O)c1cc2c(ccn2C)n1CC(=O)N1C(C)CCCC1C (stereo not drawn),-7,1,1565,2,0,1,-1,2,-2,1
CC(Cc1ccccc1)NC(=O)/C=C/c1ccc([N+](=O)[O-])cc1 (stereo not drawn),-5,1.1,1630,3,-3,1.1,-2,-8,-6,2
CN(C)c1ccc(C(=O)NNC(=O)Nc2ccccc2)cc1,-2,1.1,1493,2,0,1,0,-13,0,-5
O=C1C2CC=C(Cl)CC2C(=O)N1CCc1ccccc1 (stereo not drawn),-11,0.9,1559,4,2,1,5,9,-4,6
CCOC(=O)C(NC(=O)c1ccccc1)(OCC1(CC)COC1)C(F)(F)F (stereo not drawn),-11,0.9,1390,-7,7,1,-15,11,-4,-1
CCOC1=C/C(=C/c2c(N)n3nc(-c4ccccc4)sc3nc2=O)C=CC1=O,37,0.8,1602,8,-4,0.7,8,17,26,10

# Compound activity (PubChem)
